Arr AP2 block = inhibitors of human beta-arrestin and AP2 interaction. FITC-arrestin peptide / GST-AP2 beads, flow cytometry; AP2 beta2 appendage carries R879A mutation. inhibition, % at 10 µM. 340,000 tested, 0.31% active;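 active means inhibition above a set limit, near 3 SD of compounds lacking own fluorescence, cut at about 54% in these data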;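 further: plate controls were DMSO wells for no effect and 5 µM unlabelled arrestin peptide for full effect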
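Measured by: flow cytometry, FL1 (488/535 nm); Material: AP2 appendage R879A on GSH beads; Evaluation: percent response; Timing: pre-incubation 12 min, peptide binding 1 h, room temperature; Also added: 50 nM FITC-arrestin peptide; Medium: PBS with 0.05% Tween 20 and 0.1% BSA.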
DAGLB inhibitor = diacylglycerol lipase beta (human) inhibition | Q8NCG7 | AID 504411 | inhibition, % at 5.17 µM | 340,000 tested, 0.059% active | HEK293T DAGLB membrane lysate, EnzChek fluorogenic substrate; in the data active means inhibition above about 34%;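 further: 0% = enzyme with vehicle and 100% = wells lacking enzyme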
Target sequence (Q8NCG7 whole entry, looked up): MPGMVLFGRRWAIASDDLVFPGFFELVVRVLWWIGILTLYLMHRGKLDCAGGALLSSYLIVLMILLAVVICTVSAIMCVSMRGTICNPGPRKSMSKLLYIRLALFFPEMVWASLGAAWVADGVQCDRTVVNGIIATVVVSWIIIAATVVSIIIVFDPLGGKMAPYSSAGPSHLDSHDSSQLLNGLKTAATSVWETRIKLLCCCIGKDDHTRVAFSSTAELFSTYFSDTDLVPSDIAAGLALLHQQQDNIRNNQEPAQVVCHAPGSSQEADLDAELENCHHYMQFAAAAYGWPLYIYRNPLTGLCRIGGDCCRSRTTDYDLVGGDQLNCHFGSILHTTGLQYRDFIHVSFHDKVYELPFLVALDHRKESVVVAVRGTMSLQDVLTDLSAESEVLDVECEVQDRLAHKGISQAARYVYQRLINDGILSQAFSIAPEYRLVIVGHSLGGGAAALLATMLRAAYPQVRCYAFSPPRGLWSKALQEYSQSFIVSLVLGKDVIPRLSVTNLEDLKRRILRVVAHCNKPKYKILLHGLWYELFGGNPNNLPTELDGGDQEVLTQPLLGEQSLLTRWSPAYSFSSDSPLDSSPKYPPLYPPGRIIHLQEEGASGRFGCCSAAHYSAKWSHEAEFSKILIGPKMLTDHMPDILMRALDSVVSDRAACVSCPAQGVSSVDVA
SR-BI DiI inh = mouse SR-BI HDL lipid transfer inhibition; Q61009; ldlA[mSR-BI] CHO cells, DiI-HDL uptake fluorescence, 3 h; inhibition, % at 12.5 µM; 320,000 tested, 0.96% active; AID 488896;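 active means mean replicate inhibition of at least 70% and a set share of replicates each scoring 70 or more; inconclusive means meets just one of the two criteria; inactive means fails both criteria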;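 further: 0% = median of neutral control wells and 100% = median of positive control wells; values of inactives mirror those of a sister screen read the other way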
C-LANA FP = blocks KSHV LANA C-terminal domain binding to DNA; MBP-C-LANA/FAM-LBS DNA binding, fluorescence polarization; inhibition, % at 9 µM; 340,000 tested, 0.078% active; AID 504423;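 active means highest replicate inhibition at or above 60% at 9 µM, even if other replicates fall short; inactive means all replicates below 60% inhibition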;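 further: 0% = neutral control wells and 100% = 4 µM acridine orange control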
Keap1 Nrf2 FP = disrupts human Keap1 binding to Nrf2 peptide. 340,000 tested, 0.15% active. AID 504523. inhibition, % at 9.4 µM. Keap1 Kelch-Nrf2 peptide fluorescence polarization, 1536-well. Q14145; in the data active means inhibition above about 12%; inconclusive means no clear call, values can overlap the other calls; inactive means below about 7.3%;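 further: human Keap1 Kelch domain with fluorescein labeled Nrf2 9mer peptide probe; 0% = neutral control wells and 100% = peptide positive control; higher means more block of Keap1 binding to Nrf2 peptide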
PKA-R2B activ = PKA-R2B complex activation. PKA-R2B holoenzyme dissociation, Cy5-IP20 fluorescence polarization; R2B truncated from residue 108, S112A mutant; 0% DMSO only, 100% 113 µM cGMP. AID 504700. activation, % at 11.4 µM. 340,000 tested, 0.079% active. P22694+P31323;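 active means activation above a cutoff set at the mean over all compounds plus 3 SD, cut at about 18% in these data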;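 further: higher means more holoenzyme dissociation and a rise in polarization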
Target sequence (P31323 whole entry, looked up, other chains not shown, the tested form may be a part): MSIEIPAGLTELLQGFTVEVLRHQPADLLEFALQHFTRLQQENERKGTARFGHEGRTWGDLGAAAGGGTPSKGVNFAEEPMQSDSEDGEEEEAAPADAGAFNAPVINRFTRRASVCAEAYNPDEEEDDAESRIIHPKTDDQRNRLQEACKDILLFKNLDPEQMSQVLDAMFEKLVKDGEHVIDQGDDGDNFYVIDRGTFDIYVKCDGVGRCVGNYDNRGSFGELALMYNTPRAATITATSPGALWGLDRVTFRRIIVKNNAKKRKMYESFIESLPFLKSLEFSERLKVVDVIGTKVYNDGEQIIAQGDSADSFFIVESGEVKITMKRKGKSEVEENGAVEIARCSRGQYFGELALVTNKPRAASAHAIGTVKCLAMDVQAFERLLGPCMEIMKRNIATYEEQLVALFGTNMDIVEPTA
PvdQ acylase = P. aeruginosa PvdQ acylase inhibition | purified PvdQ acylase, fluorescence plate reader | inhibition, % at 10 µM | 340,000 tested, 0.063% active | AID 488965; in the data active means inhibition above about 30%, passing the limit was not always enough; inconclusive means no clear call, values can overlap the other calls;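 further: 0% = vehicle neutral wells and 100% = reference inhibitor wells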
NSD2 HMT inh = blocks human histone methyltransferase NSD2; 310,000 tested, 0.54% active; NSD2 peptide methylation, AlphaScreen, 120 min; O96028; inhibition, % at 12.5 µM; in the data active means inhibition above about 50%
RTF Ca sens inh = cardiac RTF calcium desensitization | AID 493244 | IANBD-labeled cardiac RTF, Ca2+ fluorescence | P19429+P45379 | inhibition, % at 7.15 µM | 340,000 tested, 0.12% active;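 active means inhibition above the mean inhibition of all tested compounds plus 3 SD, cut at about 17% in these data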;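 further: assay run at fixed EC70 calcium of 1.6 mM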
SR-BI uptake up = SR-BI HDL lipid transfer activation | activation, % at 12.5 µM | 320,000 tested, 0.096% active | CHO ldlA[mSR-BI] cells, DiI-HDL uptake fluorescence, 3 h; 100 = double the neutral-control signal | AID 504775;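 active means mean replicate activation of at least 60% and every replicate at or above 60%; inconclusive means mean or all-replicate condition met, but not both; inactive means mean below 60% and not all replicates reaching 60%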;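 further: 0% = median plate neutral-control signal and 100% = twice that signal; values of inactives mirror those of a sister screen read the other way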
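System: LDL receptor-deficient CHO ldlA cells overexpressing murine SR-BI | Timing: 3 h uptake period with compound, 37 °C | Medium: HEPES-buffered (25 mM, pH 7.4) F12 plus 0.5% BSA | Dosing: Single-point compound dose | Signal: Bottom-read fluorescence, 550/595 nm | Read-out: Retained DiI signal reflecting DiI-HDL uptake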
Active calls of the source: *; ? = inconclusive; . = not tested or not shown; & = joins results of further samples.

molecule	PvdQ acylase	NSD2 HMT inh	SR-BI uptake up	RTF Ca sens inh	PKA-R2B activ	DAGLB inhibitor	C-LANA FP	SR-BI DiI inh	Keap1 Nrf2 FP	Arr AP2 block
CCOC(=O)c1c(NS(=O)(=O)Cc2ccccc2)sc2c1CCCC2	-7.4	5.0	19.0	0.1	-8.1	1.0	0.7	-19.0	-1.5	0.3
COc1cc(C(=O)Nc2nc(-c3cccs3)cs2)cc(OC)c1OC	-9.0	-0.4	-58.7	3.0	-1.0	-3.6	-0.5	58.7	3.6	4.8
O=C(O)c1ccc(C2SCC(=O)N2Cc2ccccc2)cc1 (configuration not stated)	-19.6	0.5	-2.9	-4.2	3.3	-2.9	-1.7	2.9	-2.0	-6.8
CC1CN(CCCOc2ccccc2[N+](=O)[O-])CC(C)O1 (configuration not stated)	-7.9	4.0	5.9	3.3	6.8	-0.1	-0.5	-5.9	-0.2	0.8
Cc1nnc(NC(=O)CSc2nnc(CNC(=O)c3ccccc3)o2)s1	1.6	3.2	-0.5	-1.3	8.8	-1.0	-0.7	0.5	1.3	39.8
O=C(COC(=O)CNC(=O)c1ccccc1)Nc1ccc(Cl)cn1	-9.1	-3.6	0.1	-8.1	8.2	0.3	2.0	-0.1	-7.4	13.1
CC1(C)CC(c2nc(-c3ccccc3)cs2)CCS1 (configuration not stated)	1.4	-8.9	-8.0	13.7	0.7	-10.9	1.0	8.0	-0.1	6.6
Cc1ccc(C(=O)NC(C(=O)OCc2cn3cc(Cl)ccc3n2)C(C)C)cc1 (configuration not stated)	-16.8	-2.9	-2.3	-14.4	0.6	-4.1	-3.4	2.3	-1.4	-1.6
O=S(=O)(NCCc1ccccc1)c1ccccc1	4.2	-4.0	40.6	-8.3	-0.2	-0.3	-1.3	-40.6	0.5	36.8
COc1ccc(C(=O)N2CCc3ccccc32)cc1	-7.7	2.7	-8.4	-8.6	3.5	-1.9	0.1	8.4	1.3	11.5
CCCCNS(=O)(=O)c1ccc2nc(-c3cccnc3)cc(C(=O)NC3CC3)c2c1	-7.9	.	-3.0	-12.5	-1.0	3.5	-0.5	3.0	-2.0	10.0
C(=NOCc1ccccc1)c1cccnc1	2.2	2.0	-0.8	5.3	11.8	-2.1	-1.6	0.8	2.2	18.1
S=C(NCCCCNC(=S)NCc1ccccc1)NCc1ccccc1	-8.4	-7.1	.	5.2	-4.8	0.6	0.3	.	-3.6	-16.3
O=C(CCc1ccccc1)Nc1nn[nH]n1	4.3	-2.4	31.1	3.4	2.3	-1.6	-2.1	-31.1	-1.9	1.8
O=C1CC(c2ccco2)=Nc2ccccc2N1	-7.4	-4.1	1.9	-0.7	4.6	1.9	0.7	-1.9	3.8	0.5
Cc1ccc(-n2c(=O)c3sccc3n(CC(=O)NCc3ccco3)c2=O)cc1F	-6.8	-0.4	-13.0	3.5	-1.0	-1.4	0.1	13.0	0.5	-0.7
Cc1cc(-c2ccccc2)nc(N/N=C/c2ccccc2F)n1	9.0	-4.3	-61.3	-3.9	4.6	-5.3	0.5	61.3	-3.7	-6.8
Cc1nn(Cc2noc(C(=O)NCc3ccc(F)cc3)n2)c(C)c1Br	-19.5	-1.9	-1.8	-9.4	3.0	-1.0	-0.2	1.8	-0.6	-11.6
O=C(O)CCN1C(=O)CC(N2C(=O)/C(=C/c3ccc(Cl)cc3)SC2=S)C1=O (configuration not stated)	3.1	-13.2	-13.7	-11.9	-2.7	5.8	0.6	13.7	0.3	-1.7
Oc1c(Br)cc(C2N=C(c3ccccc3Cl)NO2)cc1Br (configuration not stated)	-8.5	3.0	3.2	-9.0	-7.4	4.0	0.1	-3.2	-0.8	1.6

Two compounds drawn at random from those above:
molecule	PvdQ acylase	NSD2 HMT inh	SR-BI uptake up	RTF Ca sens inh	PKA-R2B activ	DAGLB inhibitor	C-LANA FP	SR-BI DiI inh	Keap1 Nrf2 FP	Arr AP2 block
O=S(=O)(NCCc1ccccc1)c1ccccc1	4.2	-4.0	40.6	-8.3	-0.2	-0.3	-1.3	-40.6	0.5	36.8
Cc1cc(-c2ccccc2)nc(N/N=C/c2ccccc2F)n1	9.0	-4.3	-61.3	-3.9	4.6	-5.3	0.5	61.3	-3.7	-6.8

Additional entries:
molecule	PvdQ acylase	NSD2 HMT inh	SR-BI uptake up	RTF Ca sens inh	PKA-R2B activ	DAGLB inhibitor	C-LANA FP	SR-BI DiI inh	Keap1 Nrf2 FP	Arr AP2 block
O=C(COc1ccc(Cl)cc1)Nc1ccc(Cc2ccncc2)cc1	-5.3	0.6	.	-0.8	-4.0	-3.9	0.5	.	-3.7	3.6
COc1cc(N2C(=O)c3ccccc3C2=O)c(Cl)cc1C(=O)OCC(=O)N(C)C	1.9	-2.7	-1.0	-9.9	10.4	3.2	2.6	1.0	2.4	36.5
Cc1nn(CC(=O)Nc2ccccn2)c(C)c1[N+](=O)[O-]	-7.7	0.5	15.9	9.5	-13.9	-3.5	0.1	-15.9	-3.0	-7.7
C/C(N)=C(/C#N)C(=O)COC(=O)c1cccc(C)c1O	-11.9	-2.6	.	-2.4	-2.9	-0.4	5.6	.	-4.5	11.0
COCCCNC(=O)c1ccc2c(=O)n(CC3CCCO3)c(=S)[nH]c2c1 (configuration not stated)	12.2	-1.1	-10.2	-0.9	-5.0	-1.1	-1.5	10.2	0.3	18.6
CCN(CC)CCNC(=O)c1ccc(Cl)c(S(=O)(=O)Nc2ccc(Cl)cc2)c1	-8.5&-11.1	5.4&-3.0	?	-10.7&-2.5	-0.9&-8.7	-0.1&-0.8	-0.9&-0.1	-38.5&-62.7	1.9&2.2	-8.0&6.5
COC(=O)c1ccc(NC(=S)NCCc2ccc(OC)cc2)cc1	27.6	0.5	-6.0	-6.4	3.5	-3.9	-1.4	6.0	-2.9	13.7
S=C(NCCCN1CCOCC1)Nc1ccc(Cl)c(Cl)c1	-9.7	-1.3	1.6	2.8	2.0	-1.2	0.5	-1.6	0.7	1.7
COc1ccc(S(=O)(=O)NCc2nc3nc(C)cc(C)n3n2)cc1	-13.4	.	14.5	-4.8	4.6	2.2	-0.9	-14.5	-3.9	4.4
CN(C)CC/C=C1\c2ccccc2Sc2ccc(Cl)cc21	8.0	.	4.5	3.6	2.9	1.2	-0.3	10.3	-3.3	-1.7
Cc1ccc(-n2nnc3c(=O)n(CC(=O)OCc4ccccc4)cnc32)cc1	13.6	.	0.0	-4.6	5.6	-3.6	-0.2	0.0	-4.5	-1.0
COc1cc(/C=N/NC(=O)c2ccncc2)ccc1OC(=O)c1ccco1	-4.1	0.1	18.8	-3.6	-9.8	2.7	-0.7	-18.8	-5.8	-3.2
NC(=O)c1nnsc1Sc1c(C(N)=O)nnn1-c1cccc(N)c1	-11.0	2.6	14.7	-9.3	-3.4	-1.3	1.6	-14.8	3.8	-22.5
Cc1ccc(C)c(NC(=O)c2sc(Cl)nc2C)c1	-12.1	-1.3	.	-14.6	4.8	-5.5	-2.1	.	1.3	2.9
O=C(c1cccs1)N1CCCC(c2nc3c(nnn3Cc3c(Cl)cccc3Cl)c(=O)[nH]2)C1 (configuration not stated)	4.5	1.3	6.5	0.5	4.1	-3.0	-6.4	-6.5	-0.4	34.9
Cc1cccc(CNC(=O)c2ccc3c(c2)N(C)CCS3)c1	-16.4	.	-32.2	-1.8	3.5	-0.6	0.7	32.2	-2.1	2.7
COc1ccc(N2C(=O)c3ccccc3C2O)cc1 (configuration not stated)	-5.7	-1.3	0.2	-2.4	-4.4	-2.2	3.5	-0.2	0.6	-10.9
COc1cc(/C=C/C(=O)N2c3ccccc3Sc3ccc(C(F)(F)F)cc32)cc(OC)c1OC	-10.0	-4.3	-40.4	-2.4	-2.5	-9.2	2.9	40.4	-5.0	1.0
N#Cc1cc2nc(O)c(O)nc2cc1[N+](=O)[O-]	4.5	.	12.7	5.0	8.5	2.7	3.3	-12.7	1.4	9.4
CC(c1ccccc1)N(C)CC(=O)NC(=O)NCCC1=CCCCC1 (configuration not stated)	-0.1	-0.8	15.1	6.5	10.2	-6.8	-2.0	-15.1	0.9	17.0
CS(=O)(=O)N(CC(=O)Nc1cccc(Cl)c1)c1ccccc1Cl	-10.9	-2.1	-14.6	-0.7	-12.2	-0.7	-1.7	14.6	-2.8	9.9
CCCCN1C(=O)NC(c2ccc(OC)cc2)C(C(=O)OCc2ccccc2)=C1C (configuration not stated)	2.3	.	-14.1	10.7	-7.2	-5.7	1.5	14.1	-1.7	8.2
COCCNC(=O)Cc1c(C)c2c(cc(C)c3c(C(C)(C)C)coc32)oc1=O	8.6	-0.1	-24.5	2.7	-0.4	0.6	1.4	24.5	0.3	30.9
COC(=O)c1ccc(C)c(NC(=O)CCc2ccc(OC)c(OC)c2)c1	-6.3	-1.6	-31.7	-3.2	-4.2	-0.6	-0.3	31.7	-1.0	-6.6
CCOc1ccc(C2C(C#N)=C(N)N(N(C)C)C3=C2C(=O)CCC3)cc1 (configuration not stated)	-10.6	-0.2	-8.7	-6.8	-1.1	-2.6	0.5	8.7	0.2	0.1
CCOc1cc(C)c(Cl)cc1S(=O)(=O)N(CC)CC	-14.0	-2.3	-8.3	-2.0	9.3	-3.7	-1.1	8.3	-3.7	-5.4
COc1ccc(/C=C(/NC(=O)c2ccccc2)C(=O)N2CCCCC2)cc1	6.7	0.7	-17.0	4.3	-0.8	-2.2	0.1	17.0	-0.5	26.4
COc1ccc(-c2cc(C(=O)Nc3cc(OC)cc(C(=O)Nc4cccc(C(F)(F)F)c4)c3)[nH]n2)cc1	-18.4	.	-20.9	-6.5	-7.6&-14.8	-5.0&-5.1	-0.7	20.9	1.3	7.4
COc1cccc(-c2cc(C(F)(F)F)nc(N3CCCCC3)n2)c1	-7.4	0.0	-32.5	-10.0	-4.6	-8.4	0.2	32.5	0.2	22.9
O=C(C1CC1)N1CCN(C(c2ccccc2)c2ccccc2)CC1	-9.7	.	7.8	-29.9	1.9	-4.5	-1.1	-7.8	3.6	1.3
CCOc1ccc(N2CC(C(=O)NCCN3C(=O)S/C(=C/c4cccnc4)C3=O)CC2=O)cc1 (configuration not stated)	-4.6	2.2	-2.6	-1.8	16.6	3.3	0.8	2.6	-1.3	7.3
COc1ccc(NC(=O)Cn2nnc(C(=O)NCc3cccs3)c2N)cc1Cl	-1.3	-7.1	1.9	-5.9	-5.8	-3.4	1.6	-1.9	-0.7	20.7
O=Cc1ccc(-c2ccc(F)cc2)o1	-7.1	-4.7	19.9	-5.2	-6.4	0.8	0.7	-19.9	-4.8	-7.0
Cc1ccc(NC(=O)CCNS(=O)(=O)c2cccs2)cc1F	-5.5	3.3	.	8.3	-8.5	1.7	-1.3	.	-2.1	4.2
